Source: PubChem BioAssay
mIAP activ: mouse IAP activation; muIAP, CDP-Star luminescence, 30 min; hits give high values; 1 = vehicle-only enzyme signal, 0 = enzyme-free wells; activation factor at 10 µM; 0.24% of 330,000 active;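 active = activation factor of at least 2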; also: the source names both 10 and 20 µM as test concentration; values of inactives mirror those of a sister screen read the other way
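Assay system: mouse IAP enzyme / Compound: DMSO-dissolved test compounds / Timing: 30 min, room temperature / Measured by: luminescence from enzymatic CDP-Star hydrolysis / Control set: DMSO-only wells, enzyme-free buffer wells as negative control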
MPTP inh: blocks calcium-induced mitochondrial swelling; 1.4% of 360,000 active; inhibition, % at 10 µM; AID 602449; isolated mouse mitochondria, Ca2+ swelling absorbance, 30 min;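 active = inhibition of 50% or more, scaled per plate between neutral and stimulator controls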;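 also: 0% = DMSO wells given calcium and 100% = 1 mM EGTA wells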
A3A deaminase: inhibitors of human APOBEC3A DNA deaminase. inhibition, % at 20 µM. P31941. 0.41% of 330,000 active. recombinant A3A, FAM/TAMRA ssDNA deamination fluorescence. AID 493011;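 active = at least 40% inhibition at 20 µM here, with at most 30% in a related deaminase screen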;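 also: plate controls were A3A with DMSO for no effect and wells lacking A3A enzyme for full effect; some results filed as inactive read as strong as hits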
Target sequence (P31941 whole entry, looked up): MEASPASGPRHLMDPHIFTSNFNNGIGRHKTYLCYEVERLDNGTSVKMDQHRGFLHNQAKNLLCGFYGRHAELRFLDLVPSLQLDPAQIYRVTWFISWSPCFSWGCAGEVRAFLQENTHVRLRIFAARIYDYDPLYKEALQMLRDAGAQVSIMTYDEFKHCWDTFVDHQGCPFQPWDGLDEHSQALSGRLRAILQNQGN
MIN6 prolif: MIN6 beta-cell proliferation induction; MIN6 cells proliferation, ATPlite luminescence, 48 h; cells starved in 0.2% serum; 100% = growth in 10% serum; proliferation, % at 10 µM; 0.29% of 330,000 active; AID 2380;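 active = compounds whose signal lies at least 3.5 SD above the mean of all wells on their plate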;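 also: 0% = DMSO-treated cells in low-serum medium and 100% = 10% serum control; some compounds called inactive have numbers as strong as hits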
mIAP block: blocks mouse intestinal alkaline phosphatase; purified mouse IAP, CDP-Star luminescence, 30 min; 0.2% of 330,000 active; AID 2806; inhibition, % at 10 µM;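 active = inhibition of at least 40% at 10 µM in the primary screen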;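 also: plate controls were DMSO with enzyme for no effect and no enzyme wells for full effect; values of inactives mirror those of a sister screen read the other way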
hIAP inh: blocks human intestinal alkaline phosphatase. purified IAP, CDP-Star luminescence, 30 min. inhibition, % at 10 µM. 0.12% of 330,000 active. AID 2544;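 active = inhibition reaching a set limit with compound at 10 µM in the primary screen, cut at about 35% in these data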;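 also: plate controls were DMSO wells with enzyme for no effect and no-enzyme buffer wells for full effect; values of inactives mirror those of a sister screen read the other way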
hIAP act: increases human intestinal alkaline phosphatase activity; activation factor at 10 µM; P09923; purified human IAP, CDP-Star luminescence, 30 min; hits give high values; 1 = vehicle-only enzyme, 0 = enzyme-free background; 0.16% of 330,000 active;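 active = activation factor of the enzyme at least 2-fold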; also: the source names both 10 and 20 µM as test concentration; values of inactives mirror those of a sister screen read the other way
ATG4B inhibitor: blocks human ATG4B protease cleavage of LC3 substrate | Q9Y4P1 | ATG4B cleavage of LC3-PLA2, NBD-HPC fluorescence, 1 h | inhibition, % at 8.33 µM | 0.51% of 340,000 active | AID 504462; in the data active = inhibition above about 40%
Target sequence (Q9Y4P1 whole entry, looked up): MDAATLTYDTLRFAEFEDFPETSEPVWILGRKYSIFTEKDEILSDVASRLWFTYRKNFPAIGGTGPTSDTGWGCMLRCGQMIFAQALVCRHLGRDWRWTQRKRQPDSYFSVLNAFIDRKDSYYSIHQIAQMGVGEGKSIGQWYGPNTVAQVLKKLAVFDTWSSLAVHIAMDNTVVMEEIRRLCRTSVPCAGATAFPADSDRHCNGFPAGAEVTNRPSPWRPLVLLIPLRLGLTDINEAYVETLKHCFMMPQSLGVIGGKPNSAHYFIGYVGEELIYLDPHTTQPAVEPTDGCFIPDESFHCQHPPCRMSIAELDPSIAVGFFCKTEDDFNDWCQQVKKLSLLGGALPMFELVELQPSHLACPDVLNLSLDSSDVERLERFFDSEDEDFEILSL
APOBEC3G inh: APOBEC3G (human) deaminase inhibition; Q9HC16; recombinant A3G, ssDNA deamination FAM/TAMRA fluorescence; inhibition, % at 20 µM; 0.28% of 330,000 active;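 active = inhibition of at least 40% at 20 µM, with no more than 30% in the related APOBEC3A deaminase screen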;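 also: plate controls were DMSO wells with A3G for no effect and wells lacking A3G enzyme for full effect; some compounds called inactive have numbers as strong as hits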
Target sequence (Q9HC16 whole entry, looked up): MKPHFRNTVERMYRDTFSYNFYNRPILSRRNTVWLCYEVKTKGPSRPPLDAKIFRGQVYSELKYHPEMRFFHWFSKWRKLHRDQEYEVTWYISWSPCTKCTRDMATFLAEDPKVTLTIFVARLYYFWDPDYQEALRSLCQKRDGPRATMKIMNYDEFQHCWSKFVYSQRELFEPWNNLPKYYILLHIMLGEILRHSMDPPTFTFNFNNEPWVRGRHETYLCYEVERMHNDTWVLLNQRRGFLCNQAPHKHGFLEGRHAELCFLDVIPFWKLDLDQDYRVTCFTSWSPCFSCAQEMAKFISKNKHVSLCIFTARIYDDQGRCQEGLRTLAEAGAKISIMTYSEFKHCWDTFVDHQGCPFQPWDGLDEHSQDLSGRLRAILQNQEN
An asterisk follows results filed as active; x = not tested or not shown.

SMILES	MIN6 prolif	MPTP inh	mIAP activ	hIAP act	mIAP block	hIAP inh	ATG4B inhibitor	A3A deaminase	APOBEC3G inh
CS(=O)(=O)N1CCCC(C(=O)NCc2ccc(F)cc2)C1 (stereo not drawn)	-3.5	-0.7	1.03	0.927	-3.4	7.3	5.6	-2.8	-6.7
O=C(CCn1nc(-c2ccc(Cl)cc2)c2ccccc2c1=O)Nc1cccnc1	-0.6	1.1	0.904	1.02	9.6	-2.3	-10.7	0.7	-3.6
CCOc1ccccc1NC(=O)CSc1nc2nc(-c3cccs3)cc(C(F)(F)F)c2c(=O)[nH]1	-6.4	69.3*	0.8	0.889	20.0	11.1	27.7	3.8	-4.8
O=C(CSc1ccc(-c2cccs2)nn1)NCCc1ccccc1	2.9	-0.5	1.07	0.816	-7.1	18.4	1.7	2.3	-1.9
COc1ccc(Cc2nc3ccc(C(=O)N4CCCCC4CCO)cc3o2)cc1 (stereo not drawn)	-0.1	2.1	0.99	0.97	1.0	3.0	0.2	-3.7	-6.4
CC(=O)Nc1c(-c2ccc(F)cc2)nc2ccccn12	-2.5	-0.6	0.978	0.882	2.2	11.8	-3.3	0.3	-1.4
CCOc1cc(/C=N/NC(=O)c2ccc3c(c2)OCCO3)cc(Br)c1O	1.2	-0.6	0.938	0.875	6.2	12.5	-5.2	-7.3	-11.3
O=C(O)c1ccc(OCC(O)Cn2cnc3ccccc32)cc1 (stereo not drawn)	-1.9	9.4	0.959	0.872	4.1	12.8	-1.9	0.1	-1.9
COc1cccc(/C=C/C(=O)OCC(=O)Nc2ccccc2Sc2ccccc2)c1	-1.7	2.9	0.966	0.911	3.4	8.9	-8.1	-4.2	-6.5
CSc1ccc(CN2CCC(CO)(CCOc3ccccc3)CC2)cc1	-3.3	3.4	0.941	1.08	5.9	-8.5	-3.3	-1.7	-6.2
CCN(Cc1ccccc1)C(=O)c1ccc2c(=O)n3c(nc2c1)CCC3	-3.5	-2.6	1.01	0.975	-1.3	2.5	2.2	-1.6	-12.0
COc1ccccc1-c1noc(-c2ccccc2C(=O)Nc2cccnc2)n1	-2.6	-1.3	0.987	0.879	1.3	12.1	-2.8	-4.2	-7.6
Cc1ccccc1NC(=O)c1onc2c1CCCC2	-4.6	0.7	0.963	1.05	3.7	-4.8	4.6	-2.0	-1.9
Brc1ccc(-c2csc(-c3ccncc3)n2)cc1	-1.0	-0.6	0.839	0.94	16.1	6.0	-5.8	-1.9	1.3
COc1ccccc1NS(=O)(=O)c1cccc(C(=O)N2CCCCCCC2)c1	2.6	-0.4	1.04	1.06	-4.2	-6.5	-2.3	-1.4	1.6
Cc1ccccc1C(=O)Nc1ccccc1N1CCN(C(=O)c2ccccc2)CC1	-0.8	1.3	0.973	1.18	2.7	-18.0	2.7	-3.9	-10.9
CSc1nnc2c(n1)OC(c1ccsc1)N(C(C)=O)c1ccccc1-2 (stereo not drawn)	-1.0	-2.4	0.7	1.18	30.0	-18.2	-7.6	-1.0	-2.7
CC(C)OCCCNC(=O)C1CCN(S(=O)(=O)N2CCCC2)CC1	-0.3	0.0	0.969	1.08	3.1	-7.9	-10.6	-1.4	-6.2
CC(=O)Nc1ccc(Nc2cc(N3CCOCC3)c3nonc3c2[N+](=O)[O-])cc1	-1.5	-0.5	0.974	0.854	2.6	14.6	-4.2	-0.4	0.3
COc1ccc(CCC(=O)Nc2nc(-c3ccncc3)cs2)cc1	-3.1	x	1.03	0.949	-3.3	5.1	x	4.3	-2.1
Cc1cccc(C(=O)OCC(=O)N2CCCCCC2)c1O	-0.6	0.6	0.932	0.86	6.8	14.0	4.3	1.0	1.7
Cc1cc(N(C)C)c(C#N)c(N2CCCCC2)n1	0.0	4.2	1.05	1.04	-4.7	-4.3	-7.0	-2.3	-3.3
CC(C)CN(C(=O)COC(=O)c1nc(Cl)ccc1Cl)C1CCS(=O)(=O)C1 (stereo not drawn)	-1.4	1.8	1.13	1.1	-12.6	-10.1	-1.9	-3.7	-1.1
COc1ccc(C(=O)Nc2ccncc2)c(OC)c1	-1.7	-0.2	0.956	1.31	4.4	-31.2	-4.6	-5.0	-5.4
Nc1ccc(C23CC4CC(CC(O)(C4)C2)C3)cc1	-0.3	-0.8	0.922	1.16	7.8	-15.5	-4.1	-4.7	-3.9
COc1cc(/C=C2\SC(=S)N(NC(=O)c3ccc(O)c(OC)c3)C2=O)ccc1O	-1.1	18.9	0.736	0.543	26.4	45.7*	0.8	-2.7	-8.5
CCC(C)c1ccccc1NC(=O)C1CCCO1 (stereo not drawn)	-1.0	1.8	0.997	1.04	0.3	-4.0	-8.2	2.2	-1.8
CCc1ccccc1NC(=O)Nc1cc(F)ccc1F	0.1	57.7*	1.33	0.715	-32.6	28.5	20.5	-6.2	-3.6
Cc1ccc(NS(=O)(=O)c2cc(C(=O)NCc3ccccn3)ccc2Cl)cc1C	-1.5	0.5	1.02	1.26	-2.0	-25.7	-10.2	-1.0	-2.5
Cc1ccc(C(=O)NCC#N)cc1	-2.0	0.0	1.1	1.12	-9.6	-12.1	-6.8	0.3	-3.9
CCCNC(=O)c1ccc(N2CC3CC(C2)c2cccc(=O)n2C3)c(NC(=O)Nc2ccc(CC)cc2)c1 (stereo not drawn)	4.3	-0.7	0.95	1.02	5.0	-2.1	-3.0	-7.2	-6.4
N#Cc1c(NC(=S)NC(=O)c2ccccc2)sc2c1CCCC2	-2.5	86.4*	0.796	1.04	20.4	-4.0	-7.9	-2.6	4.4
COc1ccc(C(=O)Oc2ccc(C(=S)N3CCOCC3)cc2)cc1	-4.0	-3.1	1.05	1.22	-4.9	-22.3	2.3	-10.4	30.6
CCn1c(=O)cc(OCC(=O)Nc2ccc3c(c2)OCCO3)c2ccccc21	-3.1	6.6	1.06	0.997	-5.9	0.3	-11.6	3.3	-0.6
C[C@@H]1COC(=O)[C@H](NC(=O)OCC2c3ccccc3-c3ccccc32)C/C=C\C[C@@H](CC(=O)N[C@H](CO)Cc2ccccc2)C(=O)N1	-5.6	-1.1	1.1	1.01	-9.9	-1.1	0.3	2.1	-4.8
CCOC(=O)C1(C)NC(c2ccc(O)cc2)C2C(=O)N(c3ccccc3)C(=O)C21 (stereo not drawn)	-0.8	-0.8	1.12	1	-11.9	-0.3	2.4	-3.8	-0.9
CC1CCN(c2ccc3c(c2)S(=O)(=O)c2cccc(C(=O)NC4CCCCC4)c2C3=O)CC1	-4.9	0.0	0.908	1.04	9.2	-3.7	0.0	2.4	-6.0
O=C(c1ccc2c(c1)OCCO2)N1CCN(c2ccc([N+](=O)[O-])cc2)CC1	0.2	x	0.935	0.796	6.5	20.4	x	8.1	-8.1
Cc1cc(N2CCCCCC2)nc(-c2ccccc2O)n1	-0.1	0.3	1.02	0.939	-2.0	6.1	-6.1	-9.2	-3.3
CCn1c(CC(=O)Nc2ccccc2)nnc1SCC(=O)Nc1ccccc1C(=O)OC	0.7	2.6	1.01	0.89	-1.4	11.0	-12.3	-2.3	-6.9
CCOC(=O)c1c(C)[nH]c(C(=O)COC(=O)c2ccc([N+](=O)[O-])o2)c1C	-5.1	-1.3	0.97	1.08	3.0	-7.6	-15.8	-2.2	-7.1
COc1cccc(CC(=O)OCC(=O)NC2(C#N)CCCCC2)c1	4.7	1.4	0.992	0.922	0.8	7.8	-9.6	3.6	-8.3
CCN(C(=S)NCc1ccccc1)c1cccc2ccccc12	-2.7	-0.3	0.989	0.999	1.1	0.1	4.7	-4.8	-7.1
CCOC(=O)N1CCN(C(=O)CCCn2c(=O)[nH]c3ccccc3c2=O)CC1	-0.2	-0.5	1.03	1.14	-3.0	-14.4	-13.2	-1.1	-4.9
CCOC(=O)C1(CCOC)CCN(Cc2ccc(COC)o2)CC1	-0.6	-0.7	1.01	1.04	-0.6	-4.5	-1.5	-1.4	-4.3
CC1CN(C(=O)CCC(=O)NCc2ccccc2)c2ccccc2O1 (stereo not drawn)	6.0	-1.3	1.04	1.04	-4.0	-4.2	-19.3	-2.4	-4.8
Cc1ccc(SCCNCc2ccco2)cc1	0.1	0.5	1.03	0.897	-2.9	10.3	4.1	-0.8	2.4
Cc1cc2cc(CN(Cc3ccco3)C(=S)NCC3CCCO3)c(=O)[nH]c2cc1C (stereo not drawn)	-0.3	2.2	0.976	0.928	2.4	7.2	1.6	-2.0	-7.7

One compound at a time (already shown).
Cc1ccc(NS(=O)(=O)c2cc(C(=O)NCc3ccccn3)ccc2Cl)cc1C as listed: MIN6 prolif = -1.5; MPTP inh = 0.5; mIAP activ = 1.02; hIAP act = 1.26; mIAP block = -2.0; hIAP inh = -25.7; ATG4B inhibitor = -10.2; A3A deaminase = -1.0; APOBEC3G inh = -2.5
CSc1nnc2c(n1)OC(c1ccsc1)N(C(C)=O)c1ccccc1-2 (stereo not drawn) as listed: MIN6 prolif = -1.0; MPTP inh = -2.4; mIAP activ = 0.7; hIAP act = 1.18; mIAP block = 30.0; hIAP inh = -18.2; ATG4B inhibitor = -7.6; A3A deaminase = -1.0; APOBEC3G inh = -2.7

Remaining list, next part:
SMILES	MIN6 prolif	MPTP inh	mIAP activ	hIAP act	mIAP block	hIAP inh	ATG4B inhibitor	A3A deaminase	APOBEC3G inh
O=C(Nc1ccccc1)c1ccc(N2CCN(c3ccccc3)CC2)c(S(=O)(=O)N2CCOCC2)c1	-1.7	7.6	0.961	1.03	3.9	-2.9	0.9	0.9	0.8
COc1cccc(SCc2noc(C(=O)NC(C)C)c2C(=O)O)c1	1.7	5.8	0.957	0.804	4.3	19.6	0.2	0.0	-4.4
Cc1ccc(NC(=S)NCCN2CCOCC2)cc1F	-1.5	-1.5	0.944	0.999	5.6	0.1	-21.9	-6.0	-7.8
OC(COC1CCCCC1)CN1CCCCC1 (stereo not drawn)	-1.6	1.1	1.08	1.1	-7.8	-10.4	4.4	2.1	1.1
CCCc1nc2oc3c(Cl)ncnc3c2c2c1CCCC2	-3.8	8.6	1.02	0.955	-1.9	4.5	7.0	5.0	3.1
COc1ccc2nc3n(c(=O)c2c1)-c1cc(C)ccc1C(=O)NC3Cc1ccc(O)cc1 (stereo not drawn)	-0.7	x	0.988	0.956	1.2	4.4	x	1.9	3.8
COc1ccc(CNC(=O)C2CC(C)=C(C)CC2C(=O)O)cc1 (stereo not drawn)	-0.2	-1.5	1.01	1	-0.9	-0.3	-2.1	-1.4	-3.0
CC1CCN(C(=O)c2cc(F)c(F)cc2Cl)CC1	-1.4	0.8	0.959	1.23	4.1	-23.1	-5.9	-6.1	-5.4
O=C(CCn1nc(-c2ccccc2)ccc1=O)N1CCOCC1	1.5	-1.4	0.952	0.986	4.8	1.4	2.9	1.8	0.0
CCNc1cc(O)ccc1C	-3.3	0.4	1.06	0.99	-5.9	1.0	1.6	-4.1	-4.7
CC(C)C(O)C1CCN(Cc2nc(-c3cccs3)no2)CC1 (stereo not drawn)	2.2	-0.4	0.959	0.974	4.1	2.6	-4.3	-1.1	-4.5
O=C(c1n[nH]c2ccccc12)N1CCOCC1	-1.7	0.2	1.07	1.44	-7.5	-44.1	-12.6	-2.8	-10.0
